Compound activity from PubChem.
M1 antag: antagonists of human M1 muscarinic receptor; actives 1.3% (n = 360,000); AID 588852; CHO-K1 hM1, Fluo-8 calcium fluorescence, ACh EC80 antagonist; inhibition, % at 3 µM; P11229;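 active means percent inhibition above its own plate's cutoff, namely the mean of that plate's compound wells plus 3 SD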;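 further: peak over basal fluorescence ratio during 140 s after agonist addition; 0% = ACh EC80 plus DMSO and 100% = DMSO alone without agonist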
Target sequence (P11229 whole entry, looked up): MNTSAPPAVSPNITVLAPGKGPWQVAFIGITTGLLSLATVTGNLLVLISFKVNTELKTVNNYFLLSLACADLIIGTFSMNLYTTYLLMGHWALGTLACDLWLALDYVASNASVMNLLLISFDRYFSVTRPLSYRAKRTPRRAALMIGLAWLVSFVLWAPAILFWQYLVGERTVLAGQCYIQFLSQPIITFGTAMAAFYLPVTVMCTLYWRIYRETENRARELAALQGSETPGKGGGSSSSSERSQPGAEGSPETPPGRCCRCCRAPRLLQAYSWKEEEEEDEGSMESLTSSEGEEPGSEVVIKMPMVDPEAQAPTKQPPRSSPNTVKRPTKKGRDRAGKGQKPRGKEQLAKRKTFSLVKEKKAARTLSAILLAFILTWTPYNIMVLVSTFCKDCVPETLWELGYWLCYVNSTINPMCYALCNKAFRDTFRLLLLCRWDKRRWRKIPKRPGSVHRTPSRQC
M1 ag: activates human CHRM1 receptor. actives 0.33% (n = 360,000). P11229. CHO-K1 hM1, Fluo-8 calcium fluorescence, agonist mode; 0% DMSO, 100% acetylcholine EC100. activation, % at 3 µM;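 active means activation above the run's mean compound activation plus 3 SD, cut at about 16% in these data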;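 further: peak over basal fluorescence ratio within a 140 s kinetic read after compound addition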
CHO-K1 Ca antag: M1 antagonist counterscreen hit in parental CHO-K1 cells. ATP-induced calcium, Fluo-8 fluorescence. inhibition, % at 3 µM. actives 0.6% (n = 360,000). AID 602250;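 active means inhibition above a per-plate cutoff, the plate's mean sample inhibition plus 3 SD, cut at about 24% in these data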;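 further: 0% = DMSO plus EC80 ATP and 100% = DMSO alone without ATP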
OXTR potentiate: potentiates the human oxytocin receptor response. actives 0.061% (n = 320,000). activation, % at 3 µM. CHO-OTR cells, Fluo-8 calcium fluorescence, potentiator mode; 0% = oxytocin EC15, 100% = EC100;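 active means activation above that plate's cutoff, the mean activation of tested compounds plus 3 SD, cut at about 6.6% in these data, passing the limit was not always enough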;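 further: 100% uses oxytocin at 75 nM as the full agonist control; some results filed as inactive read as strong as hits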
Target sequence (P30559 whole entry, looked up): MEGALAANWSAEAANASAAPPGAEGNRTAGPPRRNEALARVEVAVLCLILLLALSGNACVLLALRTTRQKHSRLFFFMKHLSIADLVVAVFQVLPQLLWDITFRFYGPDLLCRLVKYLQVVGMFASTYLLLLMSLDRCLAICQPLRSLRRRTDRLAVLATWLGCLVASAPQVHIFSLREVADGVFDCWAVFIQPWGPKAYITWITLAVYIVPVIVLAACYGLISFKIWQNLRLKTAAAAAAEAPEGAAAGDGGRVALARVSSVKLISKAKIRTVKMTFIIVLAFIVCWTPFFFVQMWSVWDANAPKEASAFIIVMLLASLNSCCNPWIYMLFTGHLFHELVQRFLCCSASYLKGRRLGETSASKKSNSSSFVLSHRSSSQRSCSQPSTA
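System: human OTR in CHO cells; Also added: sub-maximal oxytocin, roughly EC15; Timing: compound 6 min at room temperature before oxytocin, 100 s read; Technique: Fluo-8 intracellular calcium fluorescence, ex 470-495, em 515-575 nm; Controls: oxytocin EC15 low and EC100 high; Replication: singlicate.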
TAAR1 antagonist: human TAAR1 antagonism; Q96RJ0; CHO RD-HGA16 TAAR1, Fluo-8 calcium fluorescence, antagonist; inhibition, % at 3 µM; actives 1.5% (n = 360,000);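 active means inhibition above a per-plate cutoff, the mean inhibition of test compounds on that plate plus 3 SD, cut at about 49% in these data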;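 further: 0% = DMSO plus EC80 beta-PEA response and 100% = DMSO alone without agonist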
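Test system – hTAAR1-expressing CHO RD-HGA16 cells, Gα16-coupled · Reagent – β-PEA at EC80 concentration, post-compound challenge · Compound dosing – 3 µM, single point · Timing – 140 s kinetic read after compound, 140 s after agonist · Detection – Fluo-8 intracellular calcium dye fluorescence, real-time kinetic reads · Control set – DMSO and EC80 PEA controls · Repeats – n of 1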
CHO parental Ca: counter-screen: ATP calcium response change in parental CHO cells | parental CHO-K1, ATP-induced calcium, Fluo-8 fluorescence | inhibition, % at 5.6 µM | actives 0.63% (n = 330,000) | AID 463079;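 active means inhibition above that plate's mean sample inhibition plus 3 SD, cut at about 26% in these data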;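 further: 0% = ATP-challenged DMSO wells and 100% = DMSO wells without ATP; some compounds past the cut are filed as inactive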
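material = parental CHO cells | also added = ATP as calcium-mobilizing challenge | dosing = single point at 5.6 µM | detection = intracellular calcium via Fluo-8 no-wash fluorescent dye | read-out = % inhibition | benchmarks = low control ATP plus DMSO, high control DMSO only | repeats = one well per compound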
CHO-K1 Ca ag: nonselective activator or artifact in parental CHO-K1 cells. activation, % at 3 µM. actives 0.48% (n = 360,000). Fluo-8 calcium fluorescence; scaled to maximal ATP response, vehicle zero; in the data active means activation above about 15%;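 further: untransfected CHO-K1 host cells lacking M1 receptor as counterscreen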
TAAR1 ag: human TAAR1 agonism. Q96RJ0. CHO RD-HGA16 TAAR1, Fluo-8 calcium fluorescence; vehicle wells 0%, saturating PEA agonist 100%. activation, % at 3 µM. actives 0.99% (n = 360,000);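 active means activation above the mean activation of all test compounds in the run plus 3 SD, cut at about 38% in these data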
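Repeats: no replicates (n 1) | Material: CHO-derived RD-HGA16 cells with stable Gα16 and human TAAR1 | Technique: Kinetic Fluo-8 calcium fluorescence | Schedule: 17-24 h seeding, 75 min 37 °C dye, 30 min RT | Evaluation: % activation from peak over basal fluorescence ratio, DMSO-to-PEA scaled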
M1 PAM parental: nonselective activator or artifact in parental CHO-K1 calcium assay; actives 0.02% (n = 360,000); ATP EC20, Fluo-8 calcium fluorescence; 0% at ATP EC20, 100% at ATP max; activation, % at 3 µM;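 active means activation above the run cutoff, the mean activation of all test compounds plus 3 SD, cut at about 40% in these data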;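 further: peak over basal fluorescence ratio in a 140 s read after ATP addition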
An asterisk follows results filed as active; · = not tested or not shown.

A first look (4 entries):
SMILES	M1 antag	M1 ag	CHO-K1 Ca antag	OXTR potentiate	TAAR1 antagonist	CHO parental Ca	CHO-K1 Ca ag	TAAR1 ag	M1 PAM parental
Cc1cccnc1NC(=O)CN1C(=O)NC(C)(c2ccc3ccccc3c2)C1=O (configuration not stated)	-11	0	11	-2	-9	-6	0.5	3	-21
Cc1cc(-c2ccccc2)nc(SCc2ccc(C(=O)O)cc2)n1	-12	2	-10	·	-9	·	0.6	2	17
COc1cccc(OCc2cc(C(=O)N3CCN(c4ccccc4OC)CC3)no2)c1	-6	-3	-22	-9	22	-25	5.3	0	7
CCN(CC)C(=O)[C@H]1CC(CC(=O)NC(C)(C)C)C(=O)N2CCc3c([nH]c4ccc(OC)cc34)[C@]12C (some centres not stated)	-5	0	-11	·	-12	-24	0.0	2	-6

The list itself, from the start:
SMILES	M1 antag	M1 ag	CHO-K1 Ca antag	OXTR potentiate	TAAR1 antagonist	CHO parental Ca	CHO-K1 Ca ag	TAAR1 ag	M1 PAM parental
Cc1cccnc1NC(=O)CN1C(=O)NC(C)(c2ccc3ccccc3c2)C1=O (configuration not stated)	-11	0	11	-2	-9	-6	0.5	3	-21
Cc1cc(-c2ccccc2)nc(SCc2ccc(C(=O)O)cc2)n1	-12	2	-10	·	-9	·	0.6	2	17
COc1cccc(OCc2cc(C(=O)N3CCN(c4ccccc4OC)CC3)no2)c1	-6	-3	-22	-9	22	-25	5.3	0	7
CCN(CC)C(=O)[C@H]1CC(CC(=O)NC(C)(C)C)C(=O)N2CCc3c([nH]c4ccc(OC)cc34)[C@]12C (some centres not stated)	-5	0	-11	·	-12	-24	0.0	2	-6
COc1ccc(NC(=O)c2sc(Cl)nc2-c2ccccc2)cc1	-9	-11	-13	-2	-13	-21	2.2	-1	25
C=CCOC(=O)C1=C[C@H](c2coc3ccccc3c2=O)[C@@H](CCCO)[C@H](OCC)O1	6	-1	-7	-4	-11	-11	-0.3	2	1
Cc1cc(C)n2nc(C(=O)NCCc3ccccc3)nc2n1	14	-3	1	0	-4	-18	0.5	63*	-4
S=c1[nH]nc(-c2ccccn2)n1/N=C/c1cccc(Cl)c1	-12	-3	-16	-8	-6	-7	1.2	0	26
Cc1cc(=O)n2c3ccccc3n(CC(O)CN3CCN(Cc4ccccc4)CC3)c2c1C#N (configuration not stated)	45*	-6	4	4	28	-22	3.3	4	0
Cc1cc(C)nc(NS(=O)(=O)c2ccc(NC(=O)c3cccc(N4C(=O)CCC4=O)c3)cc2)n1	0	-4	-1	-2	4	-1	-0.5	4	9

Looked up by structure from the list above (4):
SMILES	M1 antag	M1 ag	CHO-K1 Ca antag	OXTR potentiate	TAAR1 antagonist	CHO parental Ca	CHO-K1 Ca ag	TAAR1 ag	M1 PAM parental
Cc1cc(-c2ccccc2)nc(SCc2ccc(C(=O)O)cc2)n1	-12	2	-10	·	-9	·	0.6	2	17
S=c1[nH]nc(-c2ccccn2)n1/N=C/c1cccc(Cl)c1	-12	-3	-16	-8	-6	-7	1.2	0	26
Cc1cccnc1NC(=O)CN1C(=O)NC(C)(c2ccc3ccccc3c2)C1=O (configuration not stated)	-11	0	11	-2	-9	-6	0.5	3	-21
Cc1cc(C)n2nc(C(=O)NCCc3ccccc3)nc2n1	14	-3	1	0	-4	-18	0.5	63*	-4

More structures.
SMILES	M1 antag	M1 ag	CHO-K1 Ca antag	OXTR potentiate	TAAR1 antagonist	CHO parental Ca	CHO-K1 Ca ag	TAAR1 ag	M1 PAM parental
CCOc1ccc(/C=N/NC(=O)C(O)c2ccccc2)c(O)c1 (configuration not stated)	-24	-3	-7	-4	8	0	0.7	-1	18
Cc1ccc(NC(=O)NC2(C(=O)NCc3ccco3)CCCCC2)cc1	-2	-5	-4	6	12	-11	1.4	3	15
CCOC(=O)c1ccc(N2NC(=O)/C(=C/c3ccc(OC(=O)c4ccco4)c(OC)c3)C2=O)cc1	·	·	·	-4	0	-8	·	0	·
COC(=O)Cc1ccc(NC(=S)NCCSc2ccc(C)cc2)cc1	6	-8	8	-16	-1	-7	2.1	1	10
CCOC(=O)C1CCN(C(=O)c2ccc3c(=O)n4nc(Nc5ccccc5CC)sc4nc3c2)CC1	13	-7	-10	·	29	·	3.2	6	8
CN(C(=O)CSc1ncnc2sccc12)C1CCCCC1	3	-2	-9	-5	1	-19	1.5	1	6
O=C(CN1C(=O)c2ccc([N+](=O)[O-])cc2C1=O)Nc1nccs1	-4	-1	-6	3	-15	-13	0.3	5	5
CCOc1ncccc1C(=O)Nc1nnc(C)s1	-7	1	-9	-1	-8	-13	0.3	1	12
CN1C(=O)NC(c2ccc(O)cc2)C(C(=O)c2cccs2)C1(O)C(F)(F)F (configuration not stated)	-2	-7	1	2	2	-3	-0.6	6	2
COc1cc(C)c(Cl)cc1S(=O)(=O)NCCN1CCOCC1	-5	-5	-17	-6	0	-13	0.8	12	16
N#Cc1ccc(C(=O)N2CCN(S(=O)(=O)c3ccc(Cl)s3)CC2)cc1	8	-4	-2	-2	2	-11	1.2	1	-16
O=C(Nc1ccc(OC(=O)c2cccnc2)cc1)c1cccnc1	2	-3	-6	-20	8	-4	1.1	3	4
CC1CCN(CC(=O)NC2CCCCC2)CC1	-12	-1	11	-13	1	-10	-0.6	8	-10
COc1cc(C(=O)OCCN2CCCCC2)ccc1O	-11	-6	-6	-16	-16	-10	0.1	-1	6
Cc1ccc(NC(=O)Cn2c3ccc(F)cc3c3nc4n(c(=O)c32)CCS4)cc1F	-7	-6	-12	3	-19	-3	0.6	8	26
CC1(C)Cc2c(sc(NC(=O)C(=O)N3CCCC3)c2C#N)CO1	3	0	-2	-3	-75	4	-1.2	4	16
Nc1cc(=O)[nH]c(SCc2ccccc2Cl)n1	2	-3	-4	-4	13	-6	1.8	4	-9
CSCC[C@H](NC(=O)Nc1cccc(C(F)(F)F)c1)C(=O)O	-13	-4	-9	-2	-16	-2	0.1	7	16
CCn1c(SCC(=O)N/N=C/C=C/c2ccco2)nnc1-c1ccccc1	-19	-13	-11	1	-10	-12	-0.3	4	25
NC(CCC(=O)O)C12CC3CC(CC(C3)C1)C2 (configuration not stated)	-4	0	-16	-15	15	-9	-0.1	1	9
COc1ccc(Cl)cc1NS(=O)(=O)c1c(C)nc2sccn2c1=O	-12	3	-8	-5	-9	-7	0.5	2	-1
O=C(/C=C/c1ccco1)NCCc1ccccc1	-7	0	-1	-2	-14	-11	-0.1	-1	2
COc1ccc(C2C(C#N)=C(N)Oc3c2c(C)nn3-c2ccccc2)cc1Cn1nc(C)c([N+](=O)[O-])c1C (configuration not stated)	-23	-3	2	-17	-3	-32	1.2	8	4
COc1ccc(Cl)cc1C(=O)Nc1ccncc1	-20	-4	15	-13	-17	-6	-0.1	0	-8
Cc1ccccc1CN1CCN(S(=O)(=O)c2ccc(F)cc2)CC1	9	-5	-5	-6	-22	-5	0.1	5	5
COCCCn1c(SCC(=O)NCc2ccccc2)nc2ccccc2c1=O	-8	0	-23	4	-7	-19	2.9	4	6
O=C(CSc1nnc(NC(=O)c2ccc(F)cc2F)s1)NC1CC1	-18	-3	-14	-3	-1	2	2.4	-3	12
COc1ccc(CN(C)C(=O)COC(=O)c2c(C)nn(-c3ccc(F)cc3)c2Cl)cc1	-6	-3	-6	3	7	-31	2.8	-1	15
Cc1ccc(C)c(NS(=O)(=O)c2ccc(OCC(=O)N3CCOCC3)cc2)c1	1	-3	0	2	2	-22	0.1	14	-5
CCNc1nc(SCCOc2ccc(Br)cc2)nc(N(C)C)n1	-3	-8	-2	-3	-11	-12	0.3	1	15

Single records, from the list above:
CSCC[C@H](NC(=O)Nc1cccc(C(F)(F)F)c1)C(=O)O is listed with M1 antag = -13; M1 ag = -4; CHO-K1 Ca antag = -9; OXTR potentiate = -2; TAAR1 antagonist = -16; CHO parental Ca = -2; CHO-K1 Ca ag = 0.1; TAAR1 ag = 7; M1 PAM parental = 16
O=C(CN1C(=O)c2ccc([N+](=O)[O-])cc2C1=O)Nc1nccs1 is listed with M1 antag = -4; M1 ag = -1; CHO-K1 Ca antag = -6; OXTR potentiate = 3; TAAR1 antagonist = -15; CHO parental Ca = -13; CHO-K1 Ca ag = 0.3; TAAR1 ag = 5; M1 PAM parental = 5

Other results follow.
SMILES	M1 antag	M1 ag	CHO-K1 Ca antag	OXTR potentiate	TAAR1 antagonist	CHO parental Ca	CHO-K1 Ca ag	TAAR1 ag	M1 PAM parental
CC(=O)Oc1ccc2c3c(c(=O)oc2c1C)CCCC3	11	-3	13	-12	-16	-2	1.1	-2	-21
O=S(=O)(c1ccc(Nc2ccc(-c3ccc4c(c3)OCCO4)nn2)cc1)N1CCCC1	2	5	-18	-10	30	-15	1.9	13	8
O=C(O)CCCN1C(=O)/C(=C/c2cn(-c3ccccc3)nc2-c2cccs2)SC1=S	6	0	-6	·	41	·	4.0	13	17
COCCn1c(=NC(=O)CSCC(=O)N2CCOCC2)sc2ccccc21	3	-2	8	-8	-22	-3	0.4	7	-20
Cc1noc(/C=C/N(C)C)c1S(=O)(=O)N1CCCC(C(=O)NCc2cccs2)C1 (configuration not stated)	-2	-5	-11	-3	-11	-6	1.0	0	9
CC(C)Sc1nc2c(c(=O)n1C)SC(C)C2 (configuration not stated)	23	-8	1	1	-35	-5	0.1	6	-7
NC(=O)C1CCN(c2nc(-c3cccc(Cl)c3)cs2)CC1	-8	-6	-21	2	-6	2	0.6	1	18
C/C(Cl)=C/CSc1nnc2n(N)c(=O)c3ccccc3n12	-4	-6	0	4	-14	1	0.6	4	11
O=C(Nc1nnc(C2CCCCC2)s1)C1CC(=O)N(c2ccccc2)C1 (configuration not stated)	-17	0	-9	-6	-4	-4	-0.4	3	16
CC(C)c1ccc(NC(=O)c2snc3ccc(Cl)cc23)cc1	4	-10	-9	-13	36	5	0.0	7	17
COc1ccc(-c2cc(C)no2)cc1S(=O)(=O)N1CCN(c2ccc([N+](=O)[O-])cc2)CC1	-4	-1	-7	-5	5	5	1.6	1	16
COc1ccc(CN2C[C@@H](CO)O[C@@H](n3cnc4c(NCCN(C)C)ncnc43)C2)cc1	7	7	-2	·	-10	·	0.8	3	-10
CS/C(=C\[N+](=O)[O-])Nc1ccc(C)cc1	-4	-9	1	-2	-18	-1	-0.1	3	11
N#Cc1c(N)nc2c(c1-c1cccnc1)CCCCC2	-2	-7	-17	7	12	-5	1.0	6	27
O=C(O)Cn1nnnc1SCC(=O)Nc1ccccc1F	-11	-4	-11	1	-1	-2	0.5	-1	14
Cc1cc(C)n(CCN(C)C(=O)C2CCC(=O)N(CCN3CCOCC3)C2)n1 (configuration not stated)	8	-2	-4	0	-24	-5	0.7	5	2
